Screening data: PubChem, National Center for Advancing Translational Sciences (NCATS)
MBNL1 CUG block: blocks human MBNL1 binding to CUG repeat RNA | Q9NR56 | TR-FRET MBNL1-His/biotin-(CUG)12 binding, 665/545 ratio | Potency, µM (titrated, usually from 57.5 µM), inactives show at the top dose activity change, negative = inhibition, actives largely listed as inhibitors | 280,000 tested, 0.036% active | AID 2675; active = well fitted inhibition curve with a large enough effect in the signal ratio, with a control signal flat, not every such curve was filed as active; inconclusive = small, poorly fitted or top-dose-only effect, or effect the other way, or a change in a side signal; inactive = no such curve, though single readings can be large or run the other way; the % refers to the signal ratio; note: % is set by controls: 0 for no effect and ±100 for the full control effect
Target sequence (Q9NR56 whole entry, looked up): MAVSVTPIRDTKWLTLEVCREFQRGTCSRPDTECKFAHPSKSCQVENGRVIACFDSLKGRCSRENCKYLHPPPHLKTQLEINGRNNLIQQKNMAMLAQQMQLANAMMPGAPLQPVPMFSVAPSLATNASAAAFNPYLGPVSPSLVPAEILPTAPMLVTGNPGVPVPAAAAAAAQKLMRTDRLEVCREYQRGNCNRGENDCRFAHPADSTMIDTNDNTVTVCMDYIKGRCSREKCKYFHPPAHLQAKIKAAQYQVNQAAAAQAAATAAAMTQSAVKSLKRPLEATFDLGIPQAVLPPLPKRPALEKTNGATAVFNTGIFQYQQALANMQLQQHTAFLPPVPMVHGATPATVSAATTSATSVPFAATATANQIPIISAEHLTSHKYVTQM
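Compound titration spanned 92 nM–58 uM against the MBNL1-His/biotin-(CUG)12 complex. After 60 min at room temperature with 5 nM streptavidin-XL665 and 0.055 ng/ul terbium anti-His, ratiometric 665/545 nm emission (Ex 340 nm) normalized to controls.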
NPC1 prom act: activates the NPC1 promoter; Huh7 NPC1 promoter luciferase reporter, 24 h; Potency, µM (top dose mostly 9.22 µM), inactives show at the top dose activation, most hits filed as activators; 320,000 tested, 2.4% active; AID 485313;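 note: % of control where 0% means no effect; nearly all actives have a fitted effect of over 60% in size; reporter is driven by a mutant NPC1 promoter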
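Huh7 reporter cells (NPC1 promoter driving luciferase) are dosed with compound for 24 h at 37 °C, 5% CO2; luciferase detection reagent is then added and luminescence measured after 10 min at ambient temperature.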
RORg inh: ROR gamma (mouse) transcription inhibition | P51450 | Drosophila S2 Gal4-RORgamma UAS-luciferase reporter, 20 h | Potency, µM (doses to about 53.6 µM), inactives show top-dose activity change, negative = inhibition, usual class: inhibitors | 310,000 tested, 5.4% active | AID 2551; note: % is set by controls: 0 for no effect and ±100 for the full control effect; nearly all actives have a fitted effect of over 60% in size
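Luciferase reporter read in Schneider cells carrying Gal4-RORγ (mouse) and UAS-Photinus luciferase; cells given compound 1 h before 700 uM copper sulfate induction, then incubated 20 h at ambient temperature.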
BRCA1 expr act: BRCA1 expression activation | MCF7-BRCA1-FFLuc reporter, luminescence, 48 h; response scale: scaled: vehicle 0%, 10 µM genistein 100% | Potency, µM (top dose mostly 46.1 µM), inactives show top-dose activation, hits mostly activators | 380,000 tested, 1.1% active | AID 624202; note: nearly all actives have a fitted effect of over 80% in size; some results filed as inactive show a strong effect at the top dose
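Compounds are tested at multiple concentrations on MCF7 BRCA1-luciferase reporter cells seeded at 2000 per well; after 48 h, a single luminescence end-point is taken and curves fitted to the normalized data.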
VP16 counter: Gal4-VP16 reporter inhibition counter-screen; 310,000 tested, 3.5% active; Potency, µM (series often up to 53.6 µM), inactives show top-dose activity, negative = inhibition, most hits filed as inhibitors; Drosophila S2 Gal4-VP16 UAS-luciferase, luminescence, 20 h;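 note: Gal4-VP16 expression switched on by copper sulfate through the metallothionein promoter; % is set by controls: 0 for no effect and ±100 for the full control effect; nearly all actives have a fitted effect of over 50% in size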
p53 reactivator: re-activators of mutant p53; H1299 p53-A138V BP100-luciferase reporter, luminescence, 24 h; Potency, µM (top dose mostly 92.2 µM), for inactives: at the highest dose activity change, positive = activation, actives largely listed as activators; 320,000 tested, 0.063% active; AID 504706; note: % of control where 0% means no effect; nearly all actives have a fitted effect of over 45% in size
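H1299 (p53-null), stable ts p53-A138V + BP100-Luc; 1000 cells/well, Opti-MEM/10% FBS; cpd 4 pt, 1:5; 24 h, 37 deg C, 5% CO2; detection reagent 10 min RT; luminescence.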
ELG1 genotox: induces genotoxicity in HEK293T cells with luciferase-tagged ELG1; HEK293T ELG1-luciferase reporter, luminescence, 16 h; Potency, µM (highest dose often 46 µM), inactives show top-dose activity change, positive = activation, most hits filed as activators; 330,000 tested, 1.3% active; note: % of control where 0% means no effect; nearly all actives have a fitted effect of over 60% in size
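HEK293T cells expressing luciferase-tagged ELG1 were treated with compound or DMSO for 16 hr at 37°C. Luciferase activity was then read after 30 min with ONE-Glo at room temperature; rising signal flags genetic stress.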
FLuc counter: firefly luciferase modulation, counter-screen for miR-21 project. 360,000 tested, 6.9% active. purified FLuc, Km substrates, luminescence inhibition. Potency, µM (highest dose often 57.5 µM), for inactives: top-dose activity change, negative = inhibition, hits mostly inhibitors;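 note: plate controls were vehicle for no effect and reference inhibitor for full effect; nearly all actives have a fitted effect of over 55% in size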
Target sequence (P08659 whole entry, looked up): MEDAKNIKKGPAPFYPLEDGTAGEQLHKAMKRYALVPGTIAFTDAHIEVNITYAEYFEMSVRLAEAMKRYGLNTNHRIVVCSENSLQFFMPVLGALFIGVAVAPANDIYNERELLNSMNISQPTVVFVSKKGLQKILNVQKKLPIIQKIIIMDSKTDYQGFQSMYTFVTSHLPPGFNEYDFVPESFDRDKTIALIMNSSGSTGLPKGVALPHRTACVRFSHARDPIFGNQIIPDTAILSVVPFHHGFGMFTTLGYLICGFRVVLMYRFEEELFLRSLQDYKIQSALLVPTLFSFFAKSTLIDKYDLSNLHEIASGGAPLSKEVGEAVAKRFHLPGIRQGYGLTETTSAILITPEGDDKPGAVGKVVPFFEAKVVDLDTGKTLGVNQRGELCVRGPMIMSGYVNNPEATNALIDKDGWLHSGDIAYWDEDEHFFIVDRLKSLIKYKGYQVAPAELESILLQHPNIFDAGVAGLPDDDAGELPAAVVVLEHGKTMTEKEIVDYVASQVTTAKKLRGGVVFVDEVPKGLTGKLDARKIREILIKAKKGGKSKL
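Purified P. pyralis luciferase (10nM final) with 10uM D-luciferin and 10uM ATP (Km levels) in 50mM Tris acetate pH 7.5, 10mM Mg acetate, 0.01% Tween-20, 0.05% BSA; qHTS 6-point titration, ~60 µM downward; luminescence read.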
Rab9 prom act: activates the Rab9 promoter; Potency, µM (series often up to 9.22 µM), for inactives: top-dose activation, negative = inhibition, most hits filed as activators; Huh7 Rab9 promoter-luciferase reporter, luminescence, 24 h; 320,000 tested, 2.8% active; note: % of control where 0% means no effect; nearly all actives have a fitted effect of over 60% in size
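Using Huh7 cells stably transfected with Rab9 promoter–luciferase, compounds were incubated 24 h at 37 °C, 5% CO2; luciferase luminescence was read 10 min after reagent addition.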
uPA generation: cell surface uPA generation inhibition | cell surface uPA generation assay, qHTS | Potency, µM (titrated, usually from 38.3 µM), inactives show top-dose activity change, negative = inhibition, actives largely listed as inhibitors | 330,000 tested, 0.31% active; active = well fitted inhibition curve with a large enough effect; inconclusive = small, poorly fitted or top-dose-only effect; inactive = no such curve, though single readings can be large or run the other way; tested in mouse RAW 264.7 cells; note: % is set by controls: 0 for no effect and ±100 for the full control effect; nearly all actives have a fitted effect of over 55% in size
* hit, by the source's call; ? = inconclusive; / = no result given; & = joins results of further samples; [ ] = another dose, or the depositor's remark. Unless noted, calls come from the whole dose curve; as a rule, active = well fitted curve in the direction sought with a large enough effect; inconclusive = small, poorly fitted or top-dose-only effect, or another doubt; inactive = no such curve, though single readings can be large; an effect the other way counts as inactive or inconclusive. Potency is the fitted concentration of half-maximal effect.

SMILES	MBNL1 CUG block	NPC1 prom act	RORg inh	BRCA1 expr act	VP16 counter	p53 reactivator	ELG1 genotox	FLuc counter	Rab9 prom act	uPA generation
COC(=O)COc1ccc(S(=O)(=O)NCCC2=CCCCC2)cc1	2%	-3%	35%	-36%	5%	2%	0%	4%	0%	-2%
COc1ccc(S(=O)(=O)Nc2cc(SCC(=O)O)c(O)c3ccccc23)cc1	?	-27%	?	-76%	-21%	-15%	-31%[inhibitor]	?	-32%[inhibitor]	11µM*
COC(=O)c1n[nH]n(-c2cc(Cl)cc(Cl)c2)c1=O	-5%	-3%	6%	9%	2%	-1%	-1%	-18%	-1%	4%
CC(C)NC(=O)N(C)C[C@H]1Oc2c(NC(=O)Cc3ccccc3)cccc2C(=O)N([C@H](C)CO)C[C@@H]1C	/	/	/	0%	/	-1%	3%	/	/	7%
O=C(NCCCNC(=O)c1c(F)cccc1F)c1c(F)cccc1F	1%	1%	15%	8%	2%	4%	3%	-2%	-10%	0%
CCOc1ccc(CC2CC(=O)NC2=O)cc1 (stereo not given)	-11%	2%	7%	5%	-7%	-4%	0%	5%	0%	0%
O=C(CCl)Nc1cc(-c2ccccc2)nn1-c1ccccc1	3%	-15%	14µM*	-86%	?	-19%	18%	?	-3%	/
CCN(CC(=O)NCc1cccs1)C(=O)c1cccc(S(=O)(=O)N(C)C)c1	/	/	/	1%	/	2%	1%	/	/	5%
O=C(NCc1cccnc1)c1cccc(NC(=O)c2ccco2)c1	2%	3%	43%	-17%	-11%	-1%	8%	-8%	-2%	4%
CCOCCCNC(=O)c1ccc2c(=O)n(CCCOCC)c(=S)[nH]c2c1	25%	-2%	-9%	-2%	0%	-3%	-13%	4%	-9%	-3%
COc1ccc(C(=O)NC2CCCc3c2cnn3-c2ccc(C)c(C)c2)c(OC)c1OC (stereo not given)	0%	-2%	?	-25%	-26%	-5%	-6%	0%	-5%	6%
Cc1ccc(NC(=O)C2CCCN2C(=O)NC2CCCCC2)cc1 (stereo not given)	-3%	-4%	-2%	-10%	-24%	3%	-1%	0%	-4%	-29%
C=CCSc1nc2ccccc2c2nc(-c3ccccc3)nn12	3%	0%	0%	-1%	-19%	-14%	-2%	-8%	-3%	-13%
CC(C)(C)c1cc(NC(=O)COC(=O)c2ccc(O)cc2O)n(-c2ccccc2)n1	/	-1%	/	-34%	/	3%	-8%	-2%	1%	-1%
CC(NC(=O)Nc1nnc(C(F)(F)F)s1)N1C(=O)C2C3C=CC(C3)C2C1=O (stereo not given)	-26%	0%	12%	-17%	-9%	2%	2%	0%	-2%	-7%
Cc1ccc(-n2ncc(C#N)c2/N=C/N2CCN(C)CC2)cc1	5%	0%	-22%	-27%	4%	-7%	1%	2%	-6%[1.84 µM]	-3%
CC(=O)CSc1nc(N(C)C)nc(N(C)C)n1	3%	-3%	13%	-7%	-4%	-2%	0%	-1%	1%	-3%
CSc1nc(-c2ccco2)nn1S(=O)(=O)c1ccccc1	5%	9%	10%	/	-2%	7%	2%	?	-8%	/
Cc1sc(NC(=O)CSc2nnnn2C2CCCCC2)c(C#N)c1C	3%	3%	5%	-10%	-3%	11%	-3%	-3%	-5%	4%
Cc1cccc(CS(=O)(=O)c2cn(CC(=O)N3CCOCC3)c3ccccc23)c1	-1%	11%	-2%	43%	17%	13%	10%	-16%	10%	2%
Cn1c(SCCN2CCOCC2)nc2sc3c(c2c1=O)CCCC3	-3%	23%	-16%	13%	-11%	/	-6%	?	21%	-17%
COC(c1ccccc1)c1nnc(CCC(=O)NCCC(C)C)o1 (stereo not given)	6%	-1%	21%	-3%	-7%	4%	-3%	2%	-2%	4%
CCOc1ccc2c(C)c(Cl)c(=O)oc2c1	31%[activator]	5%	7%	-27%	4%	0%	18%	-12%	3%	-5%
Cc1cc(OCC(=O)Nc2cc(S(=O)(=O)N3CCOCC3)ccc2N2CCCC2)ccc1C(C)C	/	-8%	/	-18%	/	7%	0%	2%	-5%	-4%
N#Cc1nc(-c2ccccc2)oc1NCC1CCCO1 (stereo not given)	?	2%	-4%	8%	?	7%	3%	-18%	-1%	3%
Further records.
SMILES	MBNL1 CUG block	NPC1 prom act	RORg inh	BRCA1 expr act	VP16 counter	p53 reactivator	ELG1 genotox	FLuc counter	Rab9 prom act	uPA generation
CCN(CC)C(=O)c1[nH]cnc1C(=O)Nc1ccccc1	/	0%	/	0%	/	-9%	1%	3%	-7%	0%
CCOC(=O)CSC1=C(C#N)C(C)C2=C(CCCC2=O)N1 (stereo not given)	15%	-1%	1%	-58%	-6%	11%	10%	-1%	0%	-1%
O=C(CSC1=NCCS1)NC1CCCCC1	7%	/	-1%	-7%	17%	/	/	-1%	/	1%
Cc1cc(C)nc(Nc2n[nH]c(-c3ccccc3Br)n2)n1	-7%	?	14µM*	83%	?	14%	18µM*	9.5µM*	?	-6%
COc1ccc(C2c3[nH]c4ccccc4c3CCN2CCCn2cccn2)c(C)c1C (stereo not given)	16%	-9%	-6%	-76%	12%	-1%	-9%	1%	-21%	-1%
O=C(Cn1c(-c2ccccc2)c[n+]2ccsc12)c1ccc(Br)cc1	3%	0%	37%	-7%	9%	14%	-7%	-2%	1%	-2%
CCOc1ccc(Br)cc1C1=CC(=O)C[C@H](c2ccc(OC)cc2)C1	/	-26%	/	-60%	/	10%	1%	4%	2%	2.8µM*
COc1ccc2oc(C(=O)OCC(=O)Nc3cccc(S(=O)(=O)N4CCOCC4)c3)c(C)c2c1	/	0%	/	-12%	/	-5%	1%	?	0%	-3%
CS(=O)(=O)N1CCN(C(=O)c2ccc(-c3ccccc3)cc2)CC1	0%	-3%	8%	12%	6%	-8%	-5%	-2%	-4%	-1%
O=C(Nc1ccccc1Cl)c1ccc2nc(N3CCOCC3)sc2c1	7%	?	-3%	123%	?	21%	16%	-7%	?	-9%
CCCN(C(=O)COC(=O)CNC(=O)c1ccc2ccccc2c1)c1c(N)n(Cc2ccccc2)c(=O)[nH]c1=O	/	2%	/	-2%	/	-6%	9%	-11%	-14%	-4%
COc1ccc(S(=O)(=O)n2nc(OC(=O)c3cccs3)cc2NC(=O)c2cccs2)cc1	-21%	-1%	-9%	-18%	-4%	-1%	0%	0%	-1%	0%
CC(C)(C)c1ccc(C(=O)NCCC(=O)NCc2ccco2)cc1	-2%	1%	39%	-28%	10%	2%	-21%	-14%	-1%	/
Cc1cc(C)n(-c2nc(N(C)C)nc(N(C)C)n2)n1	?	0%	2.8µM*	2%&-13%	7.1µM*	-3%	-7%	4%	1%	2%
CC1CC(C)CN(S(=O)(=O)c2cccc3nonc23)C1 (stereo not given)	?	2%	-7%	-24%	-3%	0%	-8%	3%	0%	-5%
CCCN(CC(=O)Nc1ccc(C(C)=O)cc1)CC(=O)Nc1ccccc1C	-1%	-4%	-11%	-21%	3%	-3%	4%	-4%	-6%	-4%
O=C(CN1CCCCCC1)NCc1ccccc1	-2%	0%	-3%	17%	-9%	13%	3%	1%	-3%	4%
O=C(O)C(c1ccccc1)N1C(=O)/C(=C/c2cccs2)SC1=S (stereo not given)	4%	0%	-23%	0%	-10%	-2%	1%	?	1%	4%
CCn1c(SCC(=O)Nc2oc(-c3ccccc3)c(-c3ccccc3)c2C#N)nnc1-c1ccco1	3%	-2%	25%	-23%	-19%	5%	-8%	4%	2%	3%
COc1ccc(N2C(=O)CC(N(CCc3ccccc3)C(=O)c3ccccc3)C2=O)cc1 (stereo not given)	-6%	-2%	14%	8%	-3%	-3%	-5%	4%	2%	2%
Oc1ccc(C=NC2CCCCC2)c(O)c1	2%	-3%	0%	-24%	-1%	1%	-4%	-15%	-7%	-1%
O=C(CN1C(=O)NC2(CCCc3ccccc32)C1=O)NCCc1ccc(F)cc1 (stereo not given)	/	/	/	-23%	/	-3%	-3%	/	/	-1%
CCCn1c(N)c(C(=O)CSc2nc(C)cs2)c(=O)[nH]c1=O	4%	-2%	-2%	1%	3%	3%	1%	?	5%	5%
Cc1ccc(CNC(=O)N2CCN(c3ccc(C)cc3)CC2)cc1	4%	-1%	/	-17%	/	/	0%	2%	0%	-2%
O=C(Nc1ccccc1NC(=O)c1csnn1)c1csnn1	1%	-3%	-43%	20%	-6%	-1%	3%	-2%	2%	-4%
O=c1cnn(-c2ccccc2)c(-c2ccccc2)c1	-1%	27%	33%	16%	11%	16%	-7%	11µM*	5%	/
C#CCOCCOCCOCCNc1nc(N2CCN(C(=O)[C@H]([C@@H](C)CC)n3cc([C@@H](N)CO)nn3)CC2)nc(N2CCN(C(=O)[C@H]([C@@H](C)CC)n3cc([C@@H](N)CC(C)C)nn3)CC2)n1	-22%	-5%	-15%	0%	-7%	0%	8%	0%	-8%	-6%

Structural class, the compounds so far with bromine
SMILES	MBNL1 CUG block	NPC1 prom act	RORg inh	BRCA1 expr act	VP16 counter	p53 reactivator	ELG1 genotox	FLuc counter	Rab9 prom act	uPA generation
Cc1cc(C)nc(Nc2n[nH]c(-c3ccccc3Br)n2)n1	-7%	?	14µM*	83%	?	14%	18µM*	9.5µM*	?	-6%
O=C(Cn1c(-c2ccccc2)c[n+]2ccsc12)c1ccc(Br)cc1	3%	0%	37%	-7%	9%	14%	-7%	-2%	1%	-2%
CCOc1ccc(Br)cc1C1=CC(=O)C[C@H](c2ccc(OC)cc2)C1	/	-26%	/	-60%	/	10%	1%	4%	2%	2.8µM*

An unsorted share of the library; overall some 13% were active at least once.
